CBFb RUNX1 block: qHTS Assay for Compounds Blocking the Interaction Between CBF-beta and RUNX1 for the Treatment of Acute Myeloid Leukemia; Runt-related transcription factor 1 (Homo sapiens) + Core-binding factor subunit beta …; Potency, µM (top dose mostly 59.8 µM), for the others: top-dose activity, negative = inhibition, usual class: inhibitors; AlphaScreen CBFb-His/RUNX1-biotin binding, biochemical; 230,000 tested, under 10 active; note: % of control where 0% means no effect
Target sequence (Q01196 whole entry, looked up): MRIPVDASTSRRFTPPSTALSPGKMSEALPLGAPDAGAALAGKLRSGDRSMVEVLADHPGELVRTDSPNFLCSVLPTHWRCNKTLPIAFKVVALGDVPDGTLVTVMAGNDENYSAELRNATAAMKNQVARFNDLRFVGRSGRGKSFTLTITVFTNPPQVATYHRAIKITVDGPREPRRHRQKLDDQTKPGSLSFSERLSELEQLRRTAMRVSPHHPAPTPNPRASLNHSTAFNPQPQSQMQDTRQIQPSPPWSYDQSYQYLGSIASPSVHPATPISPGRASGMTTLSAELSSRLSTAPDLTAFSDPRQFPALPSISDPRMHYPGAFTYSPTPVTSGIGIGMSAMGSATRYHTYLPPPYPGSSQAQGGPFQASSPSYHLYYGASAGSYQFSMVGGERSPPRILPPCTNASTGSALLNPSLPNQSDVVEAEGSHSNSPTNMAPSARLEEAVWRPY
Target sequence (Q13951 whole entry, looked up): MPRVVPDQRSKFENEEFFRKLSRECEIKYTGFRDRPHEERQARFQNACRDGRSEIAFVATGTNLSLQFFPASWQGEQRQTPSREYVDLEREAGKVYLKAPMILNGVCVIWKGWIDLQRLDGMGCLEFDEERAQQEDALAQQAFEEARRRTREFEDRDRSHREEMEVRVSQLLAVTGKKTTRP
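AlphaScreen proximity signal reports loss of binding between His-tagged CBF-beta and biotin-labelled RUNX1, each at 30 nM. Proteins are pre-associated for 20 minutes, compounds added for 15 minutes, then beads for 90 minutes, all at ambient temperature.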
Lamin A splicing: qHTS Assay for Modulators of Lamin A Splicing; HeLa LMNA splicing GFP/RFP minigene ratio, 48 h; AID 1487, 2009; Potency, µM (top dose mostly 46.1 µM), without a hit: at the top dose ratio change, negative = inhibition, hits mostly inhibitors; hit rate 0.01% among 200,000; active = well fitted inhibition curve with a large enough effect in the signal ratio, with a control signal flat, not every such curve was filed as active; inconclusive = small, poorly fitted or top-dose-only effect, or effect the other way, or a change in a side signal; the % refers to the signal ratio; note: potency is the fitted concentration of half-maximal effect; % is set by controls: 0 for no effect and ±100 for the full control effect
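Read-out is the ratio of GFP to DsRed2 object intensity, acquired by 488 nm laser-scanning cytometry on HeLa lamin A-EGFP minigene reporter cells. Compound incubation 48 hrs at 37 °C in Opti-MEM with 2% FBS; DMSO 0.5% final.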
SMN2 splice up: qHTS Assay for Enhancers of SMN2 Splice Variant Expression. HEK293 SMN2-luciferase splicing reporter, luminescence, 30-36 h. Potency, µM (series often up to 46.1 µM), inactives show at the top dose activity change, positive = activation, usual class: activators. hit rate 2.8% among 210,000; note: potency is the fitted concentration of half-maximal effect; % of control where 0% means no effect; nearly all actives have a fitted effect of over 55% in size
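HEK293 cells carry an SMN2 […]–luciferase reporter in which exon 7 inclusion puts luciferase in frame. Cells were plated 10-12 h before compound addition, then incubated 30-36 h at 37C. ONE-Glo luminescence was read; sodium butyrate at 4.5 mM final served as control.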
IMPase Li cell: qHTS Assay for Identifying the Cell-Membrane Permeable IMPase Inhibitors: Potentiation with Lithium; CHO-M1 cells, IP1 TR-FRET (IP-One), carbachol + lithium; Potency, µM (series often up to 59.4 µM), for inactives: at the top dose activity, negative = IMPase inhibition, most hits filed as inhibitors; hit rate 0.35% among 210,000; AID 1457, 2008;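 note: IP1 builds up when IMPase is blocked and the TR-FRET signal falls; potency is the fitted concentration of half-maximal effect; plate controls were basal vehicle for no effect and high inhibitor control for full effect; nearly all actives have a fitted effect of over 50% in size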
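CHO cells stably expressing M1 receptor (2000/well, cultured 16–30 h) treated 30 min at 37C with compound plus low lithium. Cytosolic IP1 by TR-FRET (665/620 ratio and 620 channel) after 10 min lysis; AC50 by Hill fit.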
Luc counter: Counterscreen for Luciferase (Kinase-Glo TM) Inhibition; hit rate 0.28% among 200,000; Luciferin 4-monooxygenase (Photuris pensylvanica), Q27757; Kinase-Glo luciferase, ATP luminescence, 8 min; AID 1379, 2008; Potency, µM (highest dose often 38.3 µM), without a hit: top-dose activity change, negative = inhibition, hits mostly inhibitors; note: potency is the fitted concentration of half-maximal effect; % is set by controls: 0 for no effect and ±100 for the full control effect; nearly all actives have a fitted effect of over 60% in size
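Luminescence was the read-out, taken after 8-minute incubation at ambient temperature. Luciferase turned over luciferin with 10 uM ATP in imidazole pH 7.2 buffer containing KCl, MgCl2, Tween 20 and BSA.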
HttQ103 aggreg: qHTS Multiplex Assay to Identify Dual Action Probes in a Cell Model of Huntington: Aggregate Formation (GFP); PC12 HttQ103-GFP aggregates, Acumen cytometry, 40 h; Potency, µM (series often up to 46.1 µM), for the others: top-dose activity change, negative = inhibition, actives largely listed as inhibitors; hit rate 1.1% among 220,000; AID 1688, 2009; note: potency is the fitted concentration of half-maximal effect; % is set by controls: 0 for no effect and ±100 for the full control effect; nearly all actives have a fitted effect of over 60% in size
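Aggregate formation scored by laser-scanning cytometer (488 excitation, 500–530 emission) in lysed PC12 cells expressing Q103-GFP after 100 nM tebufenozide induction; library tested in dose series, with ATPLite reagent added in the multiplex.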
HTT ATP protect: qHTS Multiplex Assay to Identify Dual Action Probes in a Cell Model of Huntington: Cytoprotection (ATP); PC12 HTT-Q103 induced, cytoprotection, ATP luminescence, 40 h; Potency, µM (series often up to 56.4 µM), without a hit: cytoprotection (ATP increase), actives largely listed as activators; hit rate 0.14% among 230,000; AID 1471, 2008;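 note: potency is the fitted concentration of half-maximal effect; % of control where 0% means no effect; nearly all actives have a fitted effect of over 45% in size; toxic huntingtin expression switched on by the ecdysone agonist tebufenozide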
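Rat PC12, Q103 Htt exon1-GFP fusion, ecdysone promoter; tebufenozide inducer 100 nM final; compound titration; qHTS, 1500 cells/well; ATPlite luminescent read.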
Numbers without * were called inactive; ? = inconclusive; . = not tested or not shown; [ ] = remark or other dose. Unless noted, calls come from the whole dose curve; as a rule, active = well fitted curve in the direction sought with a large enough effect; inconclusive = small, poorly fitted or top-dose-only effect, or another doubt; inactive = no such curve, though single readings can be large; an effect the other way counts as inactive or inconclusive.

Fields: CBFb RUNX1 block	Lamin A splicing	SMN2 splice up	IMPase Li cell	Luc counter	HttQ103 aggreg	HTT ATP protect
1: CCOC(=O)c1nnn(CC(=O)Nc2cc(F)ccc2F)c1C(=O)OCC
 : 8%	14%	0%	1%[38.3 µM]	3%	8%	17%
2: Cc1ccccc1NC(=O)CSc1nnnn1C
 : 4%	0%	-3%	-4%[38.3 µM]	-3%	6%	-6%
3: COc1ccc(C2N(C(=O)c3ccccc3)CCN2C(=O)c2ccccc2)cc1
 : 11%	-2%	?	26%[38.3 µM]	1%	-2%	-25%
4: O=C(Cn1cc2c(n1)CCCCC2)Nc1ccccc1Cl
 : 20%	.	.	.	.	15%[9.22 µM]	28%[10 µM]
5: COc1ccc(C(=O)NC(=S)Nc2ccccc2N2CCOCC2)cc1[N+](=O)[O-]
 : 8%	?	-20%	6%	2%	-2%	.
6: CC1CCCCN1C(=O)NC12CC3CC(CC(C3)C1)C2 (stereo not given)
 : 4%	-5%	-10%	20%[38.3 µM]	-3%	-10%	20%
7: COc1cccc(OC)c1C(=O)NC(C)c1ccccc1 (stereo not given)
 : 8%	0%	22%	9%	6%	8%	-11%[1.9 µM]
8: Cn1c(=O)c([N+](=O)[O-])c(-n2ccnc2)c2ccccc21
 : 17%	.	4%	4%	7%	?	-106%[inhibitor]
9: Cc1cccc(CNc2ncnc3ccc(-c4cccc(NS(C)(=O)=O)c4)cc23)c1
 : .	?	-1%	19%	-7%	.	-57%[inhibitor]
10: Cc1[nH]c2ccccc2c1/C=N/Nc1ccc([N+](=O)[O-])cc1
 : 6%	?	.	.	.	-8%	-8%[10 µM]
11: CC(C)(C)NC(=O)C(c1ccncc1)N(Cc1ccco1)C(=O)c1ccc(-c2ccccc2)[nH]1 (stereo not given)
 : -12%	?	27%	8%	-2%	9%	-20%
12: NC(=O)COC(=O)CSc1ccc2ccccc2c1
 : 2%	3%[46 µM]	0%	-2%	0%	17%	-30%
13: CN(C)S(=O)(=O)c1cccc(C(=O)C2=C3SC=C(c4ccccc4)N3CC2)c1
 : -13%	8%	-16%	2%[38.3 µM]	-3%	10%	-19%[10 µM]
14: c1cnn(Cc2cnc(N3CCOCC3)s2)c1
 : 0%	.	-6%	-2%	0%	18%[9.22 µM]	-18%
15: Nc1ncnc2c1ncn2[C@H]1O[C@@H](CO)[C@@H](O)[C@H]1N
 : .	.	-8%[9.22 µM]	-1%	-3%[7.66 µM]	.	-13%[10 µM]
16: CCSc1sc(CC)cc1C=O
 : 0%	.	-15%	-14%	-5%	1%	-74%[inhibitor]
17: CC(=O)C1C(c2ccncc2)NC(=O)NC1(O)C(F)(F)F (stereo not given)
 : 7%	-12%	-7%	3%	2%	1%	9%[10 µM]
18: CC(=O)c1c(C)[nH]c(C(=O)CSc2ncnc3sc(-c4ccccc4)cc23)c1C
 : -3%	?	-80%[inhibitor]	8%	-1%	-2%	-2%[10 µM]
19: COc1ccc(C(C(=O)NC(C)(C)C)N(C(=O)CNC(=O)c2cccs2)c2ccc(C)cc2)cc1OC (stereo not given)
 : 0%	12%	10%	-7%[38.3 µM]	0%	-10%	-9%
20: Cc1nc(SCC(=O)NC(=O)NC(C)(C)C)nc(C)c1C
 : 11%	.	.	.	.	11%[9.22 µM]	-12%[10 µM]
21: Cn1cccc1CC(=O)NNC(=O)Nc1ccc(F)cc1
 : 1%	-8%	-3%	-2%	-1%	-3%	45%[10 µM]
22: COc1ccc(NC(=O)Nc2nnc(N3CCC(C)CC3)s2)cc1OC
 : 5%[2.36 µM]	9%	-11%	1%	1%	7%	-15%
23: CCn1c(SCc2nc3ccccc3[nH]2)nnc1-c1cccs1
 : 0%	?	-30%[inhibitor]	-5%[38.3 µM]	-1%	-23%	11%[0.074 µM]
24: Cc1ccc(C)c(OCC(=O)NCCN(C)C)c1
 : -9%	-4%	8%	-5%[38.3 µM]	-4%	0%	0%
25: CCNS(=O)(=O)c1cc(S(C)(=O)=O)ccc1Cl
 : -1%	-1%	-2%	12%[38.3 µM]	0%	-3%	9%
26: CCn1c(=N)c(C(=O)OC)cc2c(=O)n3ccccc3nc21
 : -3%	?	-2%	-20%[38.3 µM]	-7%	1%	5%[10 µM]
27: CC(C)(C)C(=O)Nc1ccccc1C(=O)NCc1cccnc1
 : -1%	.	.	.	.	-4%[9.22 µM]	13%[10 µM]
28: Cc1ccc(NC(=O)c2snc3ccc(Cl)cc23)cc1C
 : 0%	-15%	11µM*	-1%	0%	-5%	16%[10 µM]
29: Cc1csc(NC(=O)CSc2ccc(-c3ccccc3)nn2)n1
 : 8%	.	3%	-9%	-2%	-7%	-29%
30: Cn1c(Oc2ccc(F)cc2F)c(C=O)c2ccccc21
 : -2%	?	-5%	15%	1%	?	12%

Only Luc counter and HttQ103 aggreg, for some of the entries so far:
no. | canonical_smiles | Luc counter | HttQ103 aggreg
3 | COc1ccc(C2N(C(=O)c3ccccc3)CCN2C(=O)c2ccccc2)cc1 | 1% | -2%
12 | NC(=O)COC(=O)CSc1ccc2ccccc2c1 | 0% | 17%

Later entries:
Fields: CBFb RUNX1 block	Lamin A splicing	SMN2 splice up	IMPase Li cell	Luc counter	HttQ103 aggreg	HTT ATP protect
31: CC1=NN(C(=O)c2c(Br)cnn2C)C(O)(C(F)(F)F)C1 (stereo not given)
 : 0%	-2%	-16%	11%[38.3 µM]	0%	-16%	1%
32: COc1ccc(CNc2nc3c(c(=O)n(Cc4ccc(F)cc4)c(=O)n3C)n2C)cc1
 : -6%	-15%	1%	53%[activator][38.3 µM]	-1%	-25%	6%[0.074 µM]
33: O=[N+]([O-])c1cccc(S(=O)(=O)N/N=C/c2ccc(O)cc2)c1
 : 6%	?	14%	-7%	-2%	-6%	-46%[inhibitor]
34: CC(C)(C)C(=O)Nc1ccc(N2CCN(c3ccc(C(F)(F)F)cn3)CC2)nc1
 : 1%	.	.	.	.	16%[9.22 µM]	31%[10 µM]
35: Cc1c(NC(=O)NCc2ccccc2)c(=O)n(-c2ccccc2)n1C
 : -3%	-1%	6%	-6%[38.3 µM]	1%	20%	5%
36: CCOC(=O)Cc1ccc(NS(=O)(=O)c2ccc(SC)cc2)cc1
 : 3%	?	-18%	24%[38.3 µM]	1%	1%	-5%
37: O=C(Nc1ccccc1F)C1CCCN(S(=O)(=O)c2ccccc2)C1 (stereo not given)
 : 1%	?	4%	11%	-1%	10%	.
38: Nc1nc(C(=O)O)c(N=Nc2ccccc2)c(=O)[nH]1
 : .	.	-8%[9.22 µM]	-5%	-4%[7.66 µM]	.	11%[10 µM]
39: COc1cccc(-c2nc3sc4c(c3c(=O)[nH]2)CCCCC4)c1
 : 16%	6%	0.89µM*	?	-11%	-1%	-14%[10 µM]
40: COc1ccc(NC(=O)CCSc2ccc(C)cc2)cc1S(=O)(=O)Nc1ccccc1Cl
 : -3%	?	.	.	.	0%	5%[10 µM]
41: CS(=O)(=O)N(CCc1ccccc1)CC(=O)N1CCN(c2ccc(F)cc2)CC1
 : 1%	?	-94%[inhibitor]	14%	3%	-14%	0%[10 µM]
42: O=C(CCc1nnc(CCCCc2ccccc2)o1)NCCn1cccn1
 : 0%	22%[46 µM]	11%	7%	0%	1%[9.22 µM]	-2%[10 µM]
43: O=C(O)c1cccc(NN=C2c3ccccc3-c3ccccc32)c1
 : -6%	-25%[46 µM]	0%	1%	3%	17%	-39%[inhibitor]
44: O=C(NCCCN1CCC(Cc2ccccc2)CC1)C1CCN(S(=O)(=O)N2CCOCC2)CC1
 : -2%	6%	-8%	9%[38.3 µM]	-1%	-2%	-42%[inhibitor]
45: COc1ccccc1NC(=O)CSc1nnnn1C
 : -3%	?	-15%	3%[38.3 µM]	10%	-21%	-4%
46: CC(Cl)c1cc(-c2ncc(C(F)(F)F)cc2Cl)no1 (stereo not given)
 : 27%	.	7%	5%	0%	-30%	?
47: Cn1ccnc1C(O)c1cc(C(C)(C)C)c(O)c(C(C)(C)C)c1 (stereo not given)
 : 6%	?	-20%	-15%[38.3 µM]	-4%	3%	7%
48: O=C(N[C@H]1CC1c1ccccc1)c1ccc([N+](=O)[O-])cc1 (stereo not given in full)
 : 13%	.	.	.	.	27%[9.22 µM]	-4%[10 µM]
49: N=c1sccn1CC(=O)NCCc1ccc(Cl)cc1
 : 8%	-9%	-10%	8%	2%	-11%	-3%[10 µM]
50: CCOC(=O)c1[nH]c2cc(OC)c(OC)cc2c1NC(=O)CN1CCN(C)CC1
 : 7%	-6%	.	17%[38.3 µM]	0%	6%	7%
51: CC(=O)Nc1ccc(S(=O)(=O)NCCc2cc3c(C)ccc(C)c3[nH]c2=O)cc1
 : 10%	-2%	-7%	13%[38.3 µM]	0%	-1%	1%[10 µM]
52: CN(Cc1c(F)cccc1Cl)c1ccc(S(=O)(=O)N2CCOCC2)cn1
 : -2%	?	-29%	27%[38.3 µM]	1%	3.5µM*	-42%[inhibitor]
53: CCSc1nc2sc3c(c2c(=O)n1C1CCCCC1)CCN(C)C3
 : 9%	?	-5%	20%[38.3 µM]	0%	5%[9.22 µM]	-41%[inhibitor]
54: CCN(CC)S(=O)(=O)c1ccc(C)c(NC(=O)COc2ccc(Br)cc2Cl)c1
 : 1%	-9%	-6%	-7%	4%	-11%	-2%[10 µM]
55: Cc1ccc(NC(=O)C(Cc2ccccc2)n2cccc2)cc1 (stereo not given)
 : 4%	.	-7%	.	.	-9%[9.22 µM]	-8%[10 µM]
56: O=Cc1cn(CC(=O)Nc2ccc(F)cc2)c2ccccc12
 : -1%	.	-78%[inhibitor]	6%	0%	-14%	25%
57: CC(=O)Nc1cc(S(=O)(=O)Nc2cccc(C)c2)c(C)cc1C
 : 1%	?	-19%	-4%[38.3 µM]	-3%	-11%	-14%
58: COc1cccc(/C=N/NC(=O)CSc2ccccc2C)c1OC
 : -2%	4%	-21%	-5%	4%	8%	.
59: COC(=O)N1CCC2(CCCN(c3cccc(-c4ccccc4)c3)C2)CC1
 : .	.	-10%	9%	0%	.	?
60: O=C(Cc1ccc(Cl)cc1)NC(=S)Nc1ccccc1N1CCOCC1
 : -11%	?	-15%	16%	1%	-5%	-1%[10 µM]

Screens from PubChem.
